GluA2 TARP mod: modulators of GluA2-stargazin AMPA receptor complexes, primary screen, cell-based, membrane potential dye | Voltage-dependent calcium channel gamma-2 subunit (Mus musculus) + Glutamate receptor 2 … | HEK293 GluA2+stargazin, membrane potential dye (FDSS), glutamate EC50; hits were called plate by plate, in both directions | calls only at 30 µM | hit rate 3.5% among 40,000 | AID 1259245, 2017;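 active = any of four per-well response measures lying three or more SD from its plate-wide compound average, in either direction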
Target sequence (O88602 whole entry, looked up): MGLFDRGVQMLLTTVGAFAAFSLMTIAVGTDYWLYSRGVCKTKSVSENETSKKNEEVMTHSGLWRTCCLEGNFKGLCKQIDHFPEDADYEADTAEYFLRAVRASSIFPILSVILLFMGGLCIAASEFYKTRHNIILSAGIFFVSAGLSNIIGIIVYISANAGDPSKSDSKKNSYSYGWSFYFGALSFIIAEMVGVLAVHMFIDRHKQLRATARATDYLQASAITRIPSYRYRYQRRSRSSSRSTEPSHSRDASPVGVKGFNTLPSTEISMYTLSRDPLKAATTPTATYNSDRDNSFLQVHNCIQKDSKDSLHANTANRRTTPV
Target sequence (P19491 whole entry, looked up): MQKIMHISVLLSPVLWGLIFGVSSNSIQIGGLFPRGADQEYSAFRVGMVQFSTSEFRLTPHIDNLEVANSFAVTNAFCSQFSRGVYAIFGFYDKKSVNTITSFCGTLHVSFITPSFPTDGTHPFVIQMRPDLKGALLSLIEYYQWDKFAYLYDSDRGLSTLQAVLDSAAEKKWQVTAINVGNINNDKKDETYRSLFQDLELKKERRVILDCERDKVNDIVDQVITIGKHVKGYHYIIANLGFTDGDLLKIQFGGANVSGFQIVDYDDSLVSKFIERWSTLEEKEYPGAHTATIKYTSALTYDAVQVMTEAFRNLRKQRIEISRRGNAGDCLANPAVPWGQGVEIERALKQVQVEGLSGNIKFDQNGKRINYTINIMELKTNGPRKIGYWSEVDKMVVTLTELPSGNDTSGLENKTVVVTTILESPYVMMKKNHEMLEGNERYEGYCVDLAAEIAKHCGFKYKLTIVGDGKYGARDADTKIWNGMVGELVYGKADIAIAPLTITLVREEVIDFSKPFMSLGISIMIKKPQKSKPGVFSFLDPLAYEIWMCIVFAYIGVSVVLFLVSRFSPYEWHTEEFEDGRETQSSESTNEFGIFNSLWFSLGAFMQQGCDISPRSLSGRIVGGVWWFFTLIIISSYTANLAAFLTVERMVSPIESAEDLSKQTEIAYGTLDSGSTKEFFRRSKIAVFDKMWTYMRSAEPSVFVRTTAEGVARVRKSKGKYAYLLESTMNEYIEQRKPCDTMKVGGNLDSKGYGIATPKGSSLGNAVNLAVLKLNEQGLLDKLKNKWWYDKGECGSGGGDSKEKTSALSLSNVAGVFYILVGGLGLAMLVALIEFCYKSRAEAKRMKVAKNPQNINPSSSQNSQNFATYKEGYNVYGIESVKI
GluA2 TARP mod agonism max-min: second read-out of GluA2 TARP mod, no call of its own (marks repeat the call); compound max-min signal; compound-alone response (agonism);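 unitless range of fluorescence divided by baseline over first 100 seconds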
GluA2 TARP mod glutamate slope: second read-out of GluA2 TARP mod, no call of its own (marks repeat the call); glutamate slope, % of max; measured here: glutamate response slope, % max;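 scaled per plate between vehicle wells and maximal 1 mM glutamate control wells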
The depositor's hits bear a star; i = inactive; + = active, no number. Some of the compounds tested; count on the stated rates, not on these rows.

SMILES	GluA2 TARP mod	GluA2 TARP mod agonism max-min	GluA2 TARP mod glutamate slope
CCCOc1ccc(CNC(=O)c2ccc3c(=O)n4c(nc3c2)SCCC4)cc1	i	0.099	50
COc1cc(NC(=O)c2cc([N+](=O)[O-])ccc2Cl)ccc1N1CCCCC1=O	i	0.12	61
Cc1ccccc1-c1ccc(SCC(=O)NCc2ccc3c(c2)OCO3)nn1	+	0.063*	54*
CC(Oc1ccccc1)C(=O)Nn1cnc2c(cnn2C(C)(C)C)c1=O (stereo not given)	i	0.031	45
COc1ccc2nc(N(CCN3CCOCC3)C(=O)c3cc4cc([N+](=O)[O-])ccc4s3)sc2c1	i	0.057	45
O=C(NCCCN1CCOC(c2ccccc2)C1)c1ccc(F)c(F)c1 (stereo not given)	i	0.039	46
CC(Oc1ccccc1F)C(=O)Nc1cccc(-c2ccc(N3CCOCC3)nn2)c1 (stereo not given)	i	0.085	55
Cc1ccc(-n2nnc(C(=O)NCC3CCCO3)c2C)cc1 (stereo not given)	i	0.12	44
C=CCc1ccccc1OCC(O)CN1CCN(C(=O)OCC)CC1 (stereo not given)	i	0.035	56
CCNC(=O)C(=O)NCC(C)(O)c1ccc2c(c1)OCO2 (stereo not given)	i	0.13	56
Cc1cc(C)c(NC(=O)Cn2nc3c(cc2=O)CCCC3)c(C)c1	i	0.081	76
O=C(NCCS(=O)(=O)N1CCN(CCc2ccccc2)CC1)c1ccco1	i	0.055	46
COc1cc(F)ccc1C1=NN(S(C)(=O)=O)C(c2ccc3nccnc3c2)C1 (stereo not given)	i	0.12	38
Cc1ccc(C2(C)NC(=O)NC2=O)cc1 (stereo not given)	i	0.071	54
COCCCNC(=O)C(=O)Nc1c2c(nn1-c1ccc(Cl)cc1)CSC2	i	0.032	57
COc1ccc(OC)c(S(=O)(=O)Cc2nc(-c3ccc(C)cc3)no2)c1	i	0.1	42
COc1ccc(Cl)cc1NC(=O)C(=O)N1CCN(Cc2ccc3c(c2)OCO3)CC1	i	0.11	60
CS(=O)(=O)N1CCCCC1C(=O)Nc1ccc(-c2nc3ccccc3s2)c(O)c1 (stereo not given)	i	0.066	28
Cn1c(-c2ccccc2)nn(CCNC(=O)C2CCN(S(C)(=O)=O)CC2)c1=O	i	0.15	54
Cc1ccccc1-c1ccc(=O)n(CC(=O)NCc2ccccc2Cl)n1	i	0.062	92
COc1ccc2[nH]c3c(SCC(=O)Nc4ccc5c(c4)OCO5)ncnc3c2c1	i	0.1	57
CCCn1c(=O)c2sc(N3CCCCC3)nc2n(CC(=O)Nc2ccc(F)cc2F)c1=O	i	0.026	55
Nc1nc(SCC(=O)Nc2ccc3c(c2)OCO3)ncc1S(=O)(=O)c1cccs1	i	0.11	60
CCCNS(=O)(=O)CCCOc1ccc(F)cc1	i	0.12	55
COc1ccc(CNC(=O)NCC2CCN(S(C)(=O)=O)CC2)cc1	i	0.079	62

Further results.
SMILES	GluA2 TARP mod	GluA2 TARP mod agonism max-min	GluA2 TARP mod glutamate slope
CCOc1ccc(-c2ccc(=O)n(Cc3ccc(Br)cc3)n2)cc1	i	0.035	34
Cc1ccc(S(=O)(=O)N(C)c2c(C)ccc(S(=O)(=O)N3CCCCCC3)c2C)cc1	i	0.053	52
Cc1ccc(C)c(OCC(=O)Nc2ccc(S(=O)(=O)N3CCOCC3)cc2)c1	i	0.07	45
CC(=O)NCCc1nc2ccccc2n1Cc1cccc(Cl)c1	i	0.064	57
Cc1cc(C)n(-c2cc(NCCNS(=O)(=O)c3ccc(C(F)(F)F)cc3)ncn2)n1	i	0.13	56
O=C(Nn1cnc2c(cnn2-c2ccccc2)c1=O)C1CC(=O)N(c2ccccc2)C1 (stereo not given)	i	0.074	73
COc1ccc(NC(C)=O)cc1NC(=O)c1n[nH]c2ccccc12	i	0.073	41
OC(COc1ccccc1F)CN1CCC(Cc2ccccc2)CC1 (stereo not given)	i	0.071	14
CC(C)S(=O)(=O)c1ccc(CC(=O)NCC(O)(c2cccs2)C2CC2)cc1 (stereo not given)	i	0.11	45
O=C(NCCn1ncc2c(N3CCN(Cc4ccccc4)CC3)ncnc21)c1cc2ccccc2o1	i	0.032	65
CCc1nnsc1C(=O)Nc1ccc(S(=O)(=O)N2CCC(C)CC2)cc1	i	0.18	58
COc1cccc(-n2c(C)cn3c4c(=O)n(CCc5ccccc5)c(=O)n(C)c4nc23)c1	i	0.097	79
N#Cc1ccccc1CN1CCC(c2nnc(-c3ccc(F)cc3)o2)CC1	i	0.082	63
Cn1ccnc1N1CCN(CC(=O)N2CCc3ccccc32)CC1	i	0.033	30
CCC(NC)c1cccc(OC)c1 (stereo not given)	i	0.021	48
Cc1cc(C)cc(NC(=O)N2CCN(c3ccc4nnc(C5CC5)n4n3)CC2)c1	i	0.061	36
CCn1nnc2c(SCC(=O)N3CC(C)OC(C)C3)ncnc21 (stereo not given)	i	0.048	45
COc1ccc(-c2ccc(=O)n(CCCC(=O)Nc3ccccc3C(F)(F)F)n2)cc1	i	0.028	46
CCc1ccc(NC(=O)CN(c2ccc(C)cc2)S(=O)(=O)c2ccsc2C(=O)OC)cc1	i	0.11	60
Cc1cccc(NC(=O)c2ccc(=O)n(Cc3ccc(Cl)cc3)c2)n1	i	0.14	59
Cc1cc(NC(=O)C2CCCN(c3cc(-n4cccn4)ncn3)C2)ccc1Br (stereo not given)	i	0.079	65
COc1ccccc1-c1nnc(NC(=O)c2ccc(OC(C)C)cc2)o1	i	0.077	27
O=C(NCCCn1nc(-c2ccncc2)ccc1=O)c1cc2ccccc2o1	i	0.11	60
COC(=O)c1cccc(N2C(=O)C3C(C2=O)C2C=CC3C23CC3)c1 (stereo not given)	i	0.077	34
Cc1cnc2c(c1SCC(=O)Nc1ccc3c(c1)OCCO3)c(=O)n(C)c(=O)n2C	i	0.073	58

Shown with two lines to a compound: entries from further up
The line under a structure holds: GluA2 TARP mod | GluA2 TARP mod agonism max-min | GluA2 TARP mod glutamate slope
CCOc1ccc(-c2ccc(=O)n(Cc3ccc(Br)cc3)n2)cc1
    i | 0.035 | 34
O=C(NCCCn1nc(-c2ccncc2)ccc1=O)c1cc2ccccc2o1
    i | 0.11 | 60
Cc1cnc2c(c1SCC(=O)Nc1ccc3c(c1)OCCO3)c(=O)n(C)c(=O)n2C
    i | 0.073 | 58

Seven compounds from above, arranged by their value in GluA2 TARP mod agonism max-min, descending.
SMILES	GluA2 TARP mod	GluA2 TARP mod agonism max-min	GluA2 TARP mod glutamate slope
CCc1nnsc1C(=O)Nc1ccc(S(=O)(=O)N2CCC(C)CC2)cc1	i	0.18	58
CC(C)S(=O)(=O)c1ccc(CC(=O)NCC(O)(c2cccs2)C2CC2)cc1 (stereo not given)	i	0.11	45
COc1cccc(-n2c(C)cn3c4c(=O)n(CCc5ccccc5)c(=O)n(C)c4nc23)c1	i	0.097	79
Cc1cc(NC(=O)C2CCCN(c3cc(-n4cccn4)ncn3)C2)ccc1Br (stereo not given)	i	0.079	65
Cc1cc(C)cc(NC(=O)N2CCN(c3ccc4nnc(C5CC5)n4n3)CC2)c1	i	0.061	36
Cn1ccnc1N1CCN(CC(=O)N2CCc3ccccc32)CC1	i	0.033	30
COc1ccc(-c2ccc(=O)n(CCCC(=O)Nc3ccccc3C(F)(F)F)n2)cc1	i	0.028	46

(list continues)
SMILES	GluA2 TARP mod	GluA2 TARP mod agonism max-min	GluA2 TARP mod glutamate slope
Cc1cc(C)c(S(=O)(=O)NCC2CCN(Cc3ccco3)CC2)cc1C	i	0.13	56
Cc1ccc(-c2ccc(=O)n(CCCNC(=O)Nc3ccc(F)cc3F)n2)cc1	i	0.1	55
Cc1ccc2nc3c(cc(C(=O)N(C)CCC#N)n3C)c(=O)n2c1	i	0.12	64
Cn1nnc2c(N3CCN(C(=O)c4ccccc4S(C)(=O)=O)CC3)ncnc21	i	0.084	42
Cc1nnc(NC(=O)CSc2cc(N3CCCC3)ncn2)s1	i	0.15	65
COc1ccc(C(=O)NCCn2ncc3c(N4CCN(c5ccccc5)CC4)ncnc32)cc1OC	i	0.067	52
COc1ccc(Cn2c(SCc3nc(-c4ccc(Cl)cc4)no3)nc3ccsc3c2=O)cc1	i	0.14	71
O=C(NCC(O)c1ccsc1)C(=O)Nc1ccc(F)c(Cl)c1 (stereo not given)	i	0.11	42
CC(=O)Cn1c(=O)c2c(nc3n(-c4ccc(F)cc4)c(C)cn23)n(C)c1=O	i	0.088	59
CCNC(=O)C1Cc2ccccc2N1C(=O)Nc1ccc2c(c1)OCO2 (stereo not given)	i	0.067	51
CCCS(=O)(=O)N1CCCc2ccc(NS(=O)(=O)c3ccc(OC)cc3)cc21	i	0.049	71
O=S1(=O)CCC(n2nc(-c3ccco3)cc2NS(=O)(=O)c2ccc(F)cc2)C1 (stereo not given)	i	0.1	66
CS(=O)(=O)c1ccc(CC(=O)Nc2cccc(-c3nc4ccccc4o3)c2)cc1	i	0.11	55
Nc1c(S(=O)(=O)c2cccc(Cl)c2)c2nc3ccccc3nc2n1CC1CCCO1 (stereo not given)	i	0.15	65
CC1CCCN(C(=O)COc2ncccn2)C1 (stereo not given)	i	0.086	62
O=C(CC(c1ccccc1)c1ccccc1)NCC(O)Cc1ccccc1 (stereo not given)	i	0.13	84
O=S(=O)(N1CCOCC1)n1nnc2ccccc21	i	0.1	62
COc1ccc(S(=O)(=O)NCCn2nc(-c3ccc(F)cc3)ccc2=O)cc1	i	0.048	46
CCCCCOC(=O)Cn1c(=O)oc2ccc(C)cc21	i	0.025	56
Cc1cc(Nc2ccc3c(c2)OCO3)nc(-n2nc(C)cc2C)n1	i	0.13	56
O=S(=O)(c1ccc(F)c(Cl)c1)N1CCC(c2nnc(C3CC3)o2)CC1	i	0.065	62
CCN(CC)C(=O)Oc1ccc2c(c1)O/C(=C\c1cc(OC)ccc1OC)C2=O	i	0.14	52
COCCn1nnn(-c2ccc(NS(=O)(=O)/C=C/c3ccccc3)cc2)c1=O	i	0.17	57
Cc1cc(C(=O)N2CCOCC2)nn1CC(=O)N1CCN(c2ccccc2Cl)CC1	i	0.095	60
O=C(CC1CCCCC1)NCC1CCN(c2ncccn2)CC1	i	0.1	59

Going on with the list:
SMILES	GluA2 TARP mod	GluA2 TARP mod agonism max-min	GluA2 TARP mod glutamate slope
O=C(c1ccco1)N1CCN(S(=O)(=O)CCN2C(=O)CCCC2=O)CC1	i	0.079	59
CCCS(=O)(=O)N1CCCc2cc(NC(=O)NCCCc3ccccc3)ccc21	+	0.14*	57*
O=C(NCCc1c[nH]c2ccccc12)C(=O)Nc1cccc(N2CCCC2=O)c1	i	0.047	51
COc1ccccc1CNC(=O)C(=O)Nc1ccc(N2CCCC2=O)c(C)c1	i	0.042	53
Cc1ccc(OCC(=O)Nc2ccc3c(c2)N(S(=O)(=O)c2ccccc2)CCC3)cc1	i	0.093	79
O=C(NCCOc1ccc(F)cc1)c1cc([N+](=O)[O-])cc([N+](=O)[O-])c1	i	0.16	49
COc1ccc(-c2nnc(NC(=O)c3ccco3)o2)cc1OC	i	0.13	70
CSCCC(C)(O)CNC(=O)C1(c2ccccc2)CCOCC1 (stereo not given)	i	0.082	63
COCCCNC(=O)CC1Nc2ccccc2NC1=O (stereo not given)	i	0.075	48
Cc1ccc(NC(=O)C(=O)NCC2CCN(C(=O)COc3ccccc3)CC2)cc1C	i	0.077	59
COc1cccc2sc(N(Cc3cccnc3)C(=O)c3cc(C)no3)nc12	i	0.044	27
COc1cccc(C(=O)Nc2ccc(N3CCCC3=O)c(OC)c2)c1	i	0.1	55
O=C(NCC(O)(c1ccccc1)C1CC1)c1cc2ccccc2oc1=O (stereo not given)	i	0.11	57
O=S(=O)(NCC#CCN1CCc2ccccc2C1)c1cccs1	i	0.045	53
CCCCn1c(SCc2nc(-c3ccc(F)cc3)no2)nc2ccccc2c1=O	i	0.084	62
O=C(CCCS(=O)(=O)c1ccccc1)Nc1cccc2ccccc12	i	0.074	73
O=C(CSc1nc(=O)n(CCO)c2c1CCC2)NCc1ccco1	i	0.1	62
COc1ccccc1CNC(=O)CSc1nc(=O)n(CCO)c2c1CCC2	i	0.032	49
O=C(Nc1nc(CC(=O)N2CCc3ccccc32)cs1)c1ccc[nH]c1=O	i	0.066	38
Cc1ccc(Cl)c2sc(N3CCN(C(=O)c4ccno4)CC3)nc12	i	0.083	51
CCS(=O)(=O)NCC(c1cccnc1)N1CCN(Cc2ccccc2)CC1 (stereo not given)	i	0.051	49
O=C(c1cccs1)N1CC(C(=O)N2CCN(Cc3ccccn3)CC2)C1	i	0.074	62
COC(=O)c1ccc(NC(=O)C(=O)NCC2CCN(C3CCCC3)CC2)cc1	i	0.075	58
CN(C)C(CNC(=O)COc1ccc(Cl)cc1Cl)c1cn(C)c2ccccc12 (stereo not given)	i	0.08	47
COc1ccc(CNC(=O)Cn2c(=O)n(C(C)C)c(=O)c3nscc32)cc1	i	0.11	25
O=C(CSc1nccn(-c2ccc(F)cc2)c1=O)Nc1ccc(Cl)cc1F	i	0.041	48
Cc1cc(NC(=O)Cc2cccs2)n(C2CCS(=O)(=O)C2)n1 (stereo not given)	i	0.052	43
Cc1nc(-c2ccccc2)sc1C(=O)NCCn1nc(-c2cccnc2)ccc1=O	i	0.067	49
CNC(=O)C1Cc2ccccc2N1C(=O)NC1CCCCC1 (stereo not given)	i	0.045	43

7 compounds from above, showing only GluA2 TARP mod and GluA2 TARP mod agonism max-min:
| SMILES | GluA2 TARP mod | GluA2 TARP mod agonism max-min |
| --- | --- | --- |
| Cc1ccc(NC(=O)C(=O)NCC2CCN(C(=O)COc3ccccc3)CC2)cc1C | i | 0.077 |
| COc1cccc2sc(N(Cc3cccnc3)C(=O)c3cc(C)no3)nc12 | i | 0.044 |
| COc1cccc(C(=O)Nc2ccc(N3CCCC3=O)c(OC)c2)c1 | i | 0.1 |
| O=C(NCC(O)(c1ccccc1)C1CC1)c1cc2ccccc2oc1=O (stereo not given) | i | 0.11 |
| O=S(=O)(NCC#CCN1CCc2ccccc2C1)c1cccs1 | i | 0.045 |
| CCCCn1c(SCc2nc(-c3ccc(F)cc3)no2)nc2ccccc2c1=O | i | 0.084 |
| O=C(CCCS(=O)(=O)c1ccccc1)Nc1cccc2ccccc12 | i | 0.074 |
